D2 potentiator: HTS Assay for Positive Allosteric Modulators of the Human D2 Dopamine Receptor: Primary Screen for Potentiators | HEK293 T-REx D2, calcium flux, EC20 dopamine potentiation | potentiation, % at 10 µM | hit rate 0.34% among 340,000 | AID 485347, 2010;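 active = potentiation over 3 SD above the plate norm, cut at about 30% in these data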; also: 0% is about no effect
Target sequence (P14416 whole entry, looked up): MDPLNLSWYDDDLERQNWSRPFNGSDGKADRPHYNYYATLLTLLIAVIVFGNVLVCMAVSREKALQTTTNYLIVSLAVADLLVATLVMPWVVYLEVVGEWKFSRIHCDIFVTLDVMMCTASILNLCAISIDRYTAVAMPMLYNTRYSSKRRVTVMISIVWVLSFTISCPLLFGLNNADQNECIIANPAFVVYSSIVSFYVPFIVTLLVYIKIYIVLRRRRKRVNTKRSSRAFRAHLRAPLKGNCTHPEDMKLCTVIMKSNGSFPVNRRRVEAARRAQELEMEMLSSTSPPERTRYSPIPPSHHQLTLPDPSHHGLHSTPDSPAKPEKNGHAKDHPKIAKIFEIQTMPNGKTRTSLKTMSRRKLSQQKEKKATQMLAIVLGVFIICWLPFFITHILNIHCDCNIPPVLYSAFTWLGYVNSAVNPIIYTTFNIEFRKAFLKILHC
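Tetracycline-induced Hek293 Trex D2 cells, force-coupled to calcium, loaded with no-wash calcium dye. Compound added with 180 s kinetic read for agonism, then EC20 dopamine and a further 180 s read for potentiation.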
D2 antagonist: HTS Assay for Allosteric Antagonists of the Human D2 Dopamine Receptor: Primary Screen for Antagonists; D(2) dopamine receptor (Homo sapiens), P14416; AID 485344, 2010; hit rate 2% among 340,000; inhibition, % at 10 µM; HEK293 TREx D2 cells, calcium flux, dopamine EC80; in the data active = inhibition above about 30%; also: 0% is about no effect
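Overnight-induced (tetracycline, 30 C) HEK293 T-REx cells carrying force-coupled D2 receive a no-wash calcium dye, then compound, then EC80 dopamine at 180 s; signals are read kinetically throughout.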
D2 ag: HTS Assay for Allosteric Agonists of the Human D2 Dopamine Receptor: Primary Screen for Agonists. HEK293 T-REx D2 cells, calcium flux agonist mode. activation, % at 2 µM. hit rate 0.53% among 340,000. AID 485358, 2010;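 active = activation over 3 SD above normal in the single-dose calcium agonist read, cut at about 30% in these data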; also: 0% is about no effect
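Agonism scored from kinetic calcium signal (1 read/sec, 180 s) following compound pin transfer, after a 10 s baseline. Cells: HEK293 Trex line expressing inducible D2 receptor coupled to calcium, dye-loaded after overnight culture at 30 C.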
D1 PAM: Potentiators of Human D1 Dopamine Receptor: qHTS; HEK293 TREx D1 cells, calcium flux, dopamine EC20 potentiation; potentiation, % at 10 µM; hit rate 0.036% among 360,000; AID 504651, 2011; in the data active = potentiation above about 30%; also: 0% is about no effect
Target sequence (P21728 whole entry, looked up): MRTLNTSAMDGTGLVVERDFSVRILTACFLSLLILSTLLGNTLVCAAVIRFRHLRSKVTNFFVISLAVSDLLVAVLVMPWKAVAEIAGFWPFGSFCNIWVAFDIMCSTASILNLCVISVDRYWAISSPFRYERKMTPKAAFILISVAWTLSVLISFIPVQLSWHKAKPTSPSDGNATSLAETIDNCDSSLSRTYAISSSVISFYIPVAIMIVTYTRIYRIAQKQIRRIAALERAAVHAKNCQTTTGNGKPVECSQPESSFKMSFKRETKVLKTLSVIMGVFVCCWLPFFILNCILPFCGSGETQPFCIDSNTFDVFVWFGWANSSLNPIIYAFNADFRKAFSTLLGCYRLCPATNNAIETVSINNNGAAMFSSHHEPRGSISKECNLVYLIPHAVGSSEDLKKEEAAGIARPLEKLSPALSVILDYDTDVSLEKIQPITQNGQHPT
D1 antagonist: Antagonist of Human D 1 Dopamine Receptor: qHTS | D(1A) dopamine receptor (Homo sapiens), P21728 | activity change, negative = inhibition, % at 10 µM | HEK293 TREx D1 cells, calcium flux, dopamine EC80; active compounds read low | hit rate 3.2% among 360,000; in the data active = activity change below about -30%; also: % is scaled to controls: 0 for no effect and ±100 for the full control effect
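Cells carrying a force-coupled, tetracycline-inducible human D1 receptor report calcium flux. Each well gets a 10 s baseline, compound with 180 s monitoring, then an EC80 dopamine stimulus with a second 180 s kinetic read.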
TRHR enhancer: qHTS for Small Molecule Agonists and Allosteric Enhancers of Human TRH Receptor: Primary Screen for Enhancers. hit rate 0.66% among 360,000. Thyrotropin-releasing hormone receptor (Homo sapiens), P34981. AID 493056, 2011. enhancement, % at 2 µM. TRHR cells, fluo-8 calcium fluorescence, EC20 TRH enhancement; in the data active = enhancement above about 30%; also: 0% is about no effect
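TRHR-expressing cells loaded with fluo-8 calcium dye were read kinetically (ex 480/em 530) during compound addition, then stimulated with an EC20 of TRH (10 nM final). Enhancement of the Gq-mediated intracellular calcium response was scored.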
RXFP1 antag: qHTS Assay for Antagonists of the Relaxin Receptor RXFP1; HEK293-RXFP1, relaxin-stimulated cAMP HTRF, 30 min; active compounds read low; Relaxin receptor 1 (Homo sapiens), Q9HBX9; hit rate 0.59% among 350,000; activity change, negative = inhibition, % at 57.5 µM;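 active = activity change of -60% or lower, but not beyond a set lower limit; inconclusive = change between -60% and -40%, or beyond the set limit; inactive = change above -40%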; also: % is scaled to controls: 0 for no effect and ±100 for the full control effect
D1 agonist: Allosteric Agonists of the Human D1 Dopamine Receptor: qHTS; D(1A) dopamine receptor (Homo sapiens), P21728; HEK293 T-REx D1 cells, calcium flux, agonist mode; activation, % at 2 µM; hit rate 1% among 360,000; also: 0% is about no effect
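Inducible HEK293 T-REx D1 cells, force-coupled to calcium signalling, were plated at 4000 cells/well with tetracycline and held overnight at 30 C. After no-wash calcium dye loading, compound-evoked calcium rise over 180 s flagged agonists.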
TRHR ag: qHTS for Small Molecule Agonists and Allosteric Enhancers of Human TRH Receptor: Primary Screen for Agonists | Thyrotropin-releasing hormone receptor (Homo sapiens), P34981 | activation, % at 2 µM | hit rate 0.18% among 360,000 | TRHR cells, calcium flux fluo-8, FDSS agonist mode; also: 0% is about no effect
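In this calcium-flux screen, cells bearing human TRHR are dye-loaded with fluo-8, baselined for 10 cycles, then exposed to library compounds; positive kinetic calcium responses during the agonist phase mark hits, with TRH as control.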
Active calls of the source: *; ? = inconclusive; . = not tested or not shown. Rule as the data show it, unless noted: active = activation above about 30%; inactive = the rest.

SMILES	D2 potentiator	D2 antagonist	D2 ag	D1 PAM	D1 antagonist	TRHR enhancer	RXFP1 antag	D1 agonist	TRHR ag
COc1ccc(NC(=O)N(CCCN(C)C)Cc2cc3cc(OC)ccc3[nH]c2=O)cc1	-11.9	14.5	-1.5	-18.4	-9.5	0.4	-4.6	2.5	1.8
CCOc1cc(/C=N\Nc2ncc(F)c(N3CCOCC3)n2)ccc1Oc1nc(Cl)ncc1F	7.5	9.1	-0.8	4.0	-1.9	0.7	-6.9	0.8	-0.3
Cc1nc2c3c4c(sc3n3c(SCC(=O)NCc5ccco5)nnc3n2n1)COC(C)(C)C4	15.7	1.1	1.4	-7.1	-10.3	-0.3	-9.3	-0.8	0.4
O=C(O)CCc1ccc(-c2ccc(F)cc2)n1CC1CCCO1 (stereo not drawn)	0.8	-14.7	0.0	1.9	9.8	-2.8	-5.1	0.2	0.2
Cc1cccc(C)c1NC(=O)CN1C(=O)NC(C)(CCc2ccccc2)C1=O (stereo not drawn)	1.5	-3.9	0.7	-0.1	.	6.0	1.4	-2.9	-0.4
CCOC(=O)Nc1cc(Br)c2c(c1)OCCO2	-6.9	1.9	-0.5	3.5	-12.2	6.1	-12.6	0.4	-0.4
CN(C)CC(CCC(CN(C)C)C(=O)c1ccccc1)C(=O)c1ccccc1 (stereo not drawn)	3.8	-14.9	2.8	0.0	6.0	2.4	-76.3*	3.1	0.9
CCOC(=O)NC(=O)c1cn(Nc2ccccc2)c(=O)[nH]c1=O	14.3	10.4	0.1	-1.3	9.3	-4.5	-7.7	1.7	0.3
CCOC(=O)CSc1nc(C)c2ccccc2n1	-25.6	.	.	-0.8	4.4	-0.9	10.9	-2.6	-0.6
Cc1ccc(S(=O)(=O)NCCc2csc(-c3ccc(Cl)cc3)n2)cc1	8.3	.	.	-2.4	-11.6	-4.9	.	8.1	-0.6
CC1CCCCC1NC(=O)CSc1nc2ccccc2c(=O)n1Cc1ccco1 (stereo not drawn)	-0.9	6.4	0.3	-0.5	9.3	3.4	-1.8	2.4	0.1
O=C(CC(C(=O)O)c1ccc(Cl)cc1Cl)c1ccc(Cl)cc1 (stereo not drawn)	2.3	20.5	-0.8	-9.4	13.1	-8.7	0.6	0.6	0.2
CC(C)c1nnc(SCC(=O)NC2CCCC2)n1C	-2.0	22.6	0.0	.	-13.1	2.8	0.0	4.4	-1.3
COc1cccc(NC(=O)C(=S)NC2CCCCC2)c1	7.9	3.9	0.3	-1.6	2.5	3.9	?	7.5	0.4
O=C(CCN1C(=O)COc2ccccc21)NCc1ccco1	1.7	-14.5	0.1	-4.1	10.8	17.5	7.6	3.6	1.1
CCOC(=O)C(=Cc1ccc(-c2ccsc2C(=O)OC)o1)C(=O)OCC	9.5	17.8	0.6	-1.3	-3.0	-0.6	-9.9	11.0	-0.5
COc1ccc(CNC(=O)c2cc3sccc3n2Cc2ccc(F)cc2)cc1	-10.9	.	-0.1	-2.7	6.8	-6.2	.	3.7	2.0
O=C(Nc1ccccc1)Nc1ccccc1C(=O)NCCCN1CCOCC1	-5.3	-0.9	0.6	-2.7	-10.0	4.0	2.2	2.7	0.9
Cc1cc(C)n(Cc2ccccc2Cl)n1	4.5	12.0	0.9	-2.5	-46.9*	-4.3	0.7	0.2	-0.5
O=C(NCc1ccc2c(c1)OCO2)C1COc2ccccc2O1 (stereo not drawn)	-2.5	-12.8	0.0	0.6	-8.1	0.9	-0.8	0.1	0.1
COc1ccc(C(=O)N/C(=C\c2cn(C)c3ccccc23)C(=O)NCCCN2CCOCC2)cc1	9.9	-0.1	0.1	-2.3	-0.9	0.7	-34.9	4.3	0.3
Cc1cccc(NC(=O)CSc2nncn2C)c1	-1.4	.	-0.1	0.1	-24.0	15.1	.	-0.3	0.0
O=c1[nH]cc(S(=O)(=O)N2CCOCC2)c(=O)[nH]1	1.1	15.5	-0.5	-3.7	6.6	6.8	0.4	7.2	0.3
Cc1ccc2nc(NC(=O)CSc3nccn3Cc3ccccc3)sc2c1	-5.8	.	.	-1.6	-2.3	0.3	.	1.5	0.1
CN(C)/C=N/c1ncc(C(=O)c2ccc3ccccc3c2)s1	-3.2	5.1	-0.4	-5.5	-1.8	9.5	-20.8	4.9	0.0
O=C(c1ccc(=O)[nH]c1)N1CCN(S(=O)(=O)c2ccc(Cl)cc2)CC1	3.6	5.3	0.5	1.9	-1.8	1.8	-6.0	0.8	0.6
CCOc1ccc(CNC(=O)c2ccc(NC(=O)N3CCCCc4ccccc43)cc2)cc1OC	4.5	.	.	-3.0	-11.0	-2.5	.	0.4	0.0
O=c1c2ccccc2ccc2ccc(P(=O)(O)O)cc12	16.0	1.3	-0.1	-1.4	.	1.4	.	0.8	-0.2
C=CCC(CC=C)(CNC(=O)C(=O)Nc1ccc(C(=O)OCC)cc1)c1ccccc1	-6.0	.	1.6	-1.5	4.9	7.4	-39.4	15.0	4.5
O=C(NNc1ncnc2c1cnn2-c1ccccc1)c1ccccc1	-1.2	.	-0.3	0.4	-24.3	-6.4	-26.4	6.4	0.1
COc1ccc(-n2c(C)nnc2SCC(=O)Nc2ccccc2F)cc1	-7.4	8.1	0.0	-4.1	6.5	-0.1	7.0	2.0	0.3
Clc1ccc(SCCN2CCNCC2)cc1	-10.8	-18.5	-1.3	-4.0	-12.9	0.4	-15.9	7.9	-1.7
Cc1cc(O)c(C(c2ccccc2Cl)N2CCN(c3ccccc3)CC2)c(=O)n1Cc1ccco1 (stereo not drawn)	-12.8	.	.	-2.7	2.8	3.0	-27.1	2.5	0.2
CCCn1c(SCC(=O)c2c(N)n(C3CC3)c(=O)[nH]c2=O)nc2cc(S(N)(=O)=O)ccc21	11.6	20.2	0.3	-3.5	1.8	6.2	-0.4	0.4	0.5
Cc1cc2ccccc2n1CCNC(=O)c1ccc(Br)cc1	-25.5	.	-0.6	-3.2	-29.2	1.2	.	4.0	-0.3
Nc1cc(=O)[nH]c(SCCSc2ccc(F)cc2)n1	7.5	17.2	-0.1	-7.7	-12.7	6.9	-20.5	5.7	-0.1
Cc1cc(=O)oc2cc(OCC(=O)NCCCN3CCOCC3)ccc12	6.0	4.1	0.4	0.2	-5.6	1.1	-0.8	3.2	0.5
Cc1cc(C)c(NC(=O)CSc2ccc3nnc(CCNC(=O)c4ccccc4)n3n2)c(C)c1	13.6	15.9	0.3	-3.9	11.6	-11.0	.	2.7	0.4
CCC(C(=O)Nc1cc(Cl)ccc1OC)c1ccccc1 (stereo not drawn)	10.9	3.9	-0.2	-10.4	-13.3	-4.2	-11.7	2.0	0.6
COc1cccc(C(=O)NNC(=O)Cc2cccs2)c1	10.5	10.2	0.7	-1.3	-10.5	-2.7	-5.0	4.1	-0.2

Some of these compounds in order of their number in TRHR ag, lowest first:
molecule	TRHR ag
COc1cccc(C(=O)NNC(=O)Cc2cccs2)c1	-0.2
COc1ccc(-n2c(C)nnc2SCC(=O)Nc2ccccc2F)cc1	0.3
CCCn1c(SCC(=O)c2c(N)n(C3CC3)c(=O)[nH]c2=O)nc2cc(S(N)(=O)=O)ccc21	0.5
C=CCC(CC=C)(CNC(=O)C(=O)Nc1ccc(C(=O)OCC)cc1)c1ccccc1	4.5

(more compounds)
SMILES	D2 potentiator	D2 antagonist	D2 ag	D1 PAM	D1 antagonist	TRHR enhancer	RXFP1 antag	D1 agonist	TRHR ag
COCCn1c(C23CC4CC(CC(C4)C2)C3)n[nH]c1=S	12.8	12.9	-2.2	-0.2	-4.1	1.1	-20.1	2.6	-2.3
COc1ccc(S(=O)(=O)N2CCOCC2)c2ccccc12	17.9	19.1	0.5	4.0	7.9	0.6	-14.9	0.4	-0.1
COc1ccc(C(NC(=O)N2CC(C)OC(C)C2)C(Cl)(Cl)Cl)cc1F (stereo not drawn)	0.1	-12.8	-0.3	2.6	-0.3	0.0	0.4	1.9	-1.0
CCCn1cnc2c(N)c(C)c(C)cc21	8.4	32.4*	0.6	2.7	3.8	2.3	6.0	-0.1	0.2
COCCn1nnnc1C(c1ccc(C(F)(F)F)cc1)N1CCOCC1 (stereo not drawn)	8.5	4.6	-0.3	1.4	16.6	-5.8	-11.2	0.0	-0.1
CCOC(=O)c1oc2ccccc2c1NC(=O)CN1CCOCC1	.	.	.	0.5	-8.5	5.7	-16.6	8.1	-0.5
Cc1nc(N2CCOCC2)c2c(C(=O)N3CCN(c4ccc(Cl)cc4)CC3)c(C)oc2n1	3.4	.	0.0	6.2	5.8	20.0	-3.8	-0.4	0.2
COc1ccc(S(=O)(=O)Nc2c(C(=O)O)[nH]c3ccccc23)cc1OC	0.4	-4.0	3.5	3.1	2.8	-4.5	-1.1	0.6	0.4
CC(=O)Nc1ccc(S(=O)(=O)N2CCC(C(=O)NCCc3ccc(Cl)cc3)CC2)cc1	3.1	-9.6	1.3	-6.7	-8.2	-1.2	-9.0	11.2	0.1
Cc1cc(C(=O)NCCCc2ccccc2)no1	.	.	.	-7.0	-2.2	-4.7	-2.7	1.1	-0.3
CCN(CC)C(=O)CN(c1cc(Cl)ccc1OC)S(C)(=O)=O	4.5	14.8	-0.2	3.0	0.6	-3.5	23.6	-0.4	-0.1
CC(c1ccco1)N(C(=O)COc1ccccc1[N+](=O)[O-])c1ccccn1 (stereo not drawn)	6.6	-1.4	-0.2	-6.2	-16.9	1.2	-2.9	0.5	-0.2
CCCCC(c1nnnn1Cc1ccco1)N1CCN(C(=O)c2ccco2)CC1 (stereo not drawn)	6.8	-3.1	0.6	0.0	4.8	1.0	9.5	5.4	0.1
CC(=O)/C=C(\C)NCCNc1c(F)c(F)c(CO)c(F)c1F	10.0	-7.3	0.3	-2.9	-11.8	-1.2	-0.1	4.2	0.4
COc1ccc2nc(N3C(=O)CNC3=S)sc2c1	.	.	.	-9.6	-40.5*	5.8	-25.7	0.2	0.3
CN1CCN(c2ccc([N+](=O)[O-])cc2NC(=O)c2ccccc2Cl)CC1	-0.8	3.4	0.8	-6.8	0.9	-4.1	9.0	2.4	0.4

Copied from the list:
Value for Cc1cc(C)c(NC(=O)CSc2ccc3nnc(CCNC(=O)c4ccccc4)n3n2)c(C)c1 under D2 potentiator: 13.6
Value for CCC(C(=O)Nc1cc(Cl)ccc1OC)c1ccccc1 (stereo not drawn) under D1 antagonist: -13.3

Assay outcomes from PubChem BioAssay.
